ATG4B inhibitor – ATG4B protease inhibitors, primary screen, biochemical, fluorescence, uHTS; Cysteine protease ATG4B (Homo sapiens), Q9Y4P1; inhibition, % at 8.33 µM; hit rate 0.51% among 340,000; AID 504462, 2011; ATG4B cleavage of LC3-PLA2, NBD-HPC fluorescence, 1 h; in the data active means inhibition above about 40%
SENP7 inh – SENP7 protease inhibitors, primary screen, biochemical, luminescence, uHTS. Sentrin-specific protease 7 (Homo sapiens), Q9BQF6. recombinant SENP7, Z-RLRGG-aminoluciferin luminescence, 40 min. inhibition, % at 5 µM. hit rate 1.5% among 330,000;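 active means inhibition above about 50% at the single test dose, limit read from the data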;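 further: plate controls were DMSO with enzyme for no effect and no enzyme buffer wells for full effect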
Target sequence (Q9BQF6 706-1050 limits assumed): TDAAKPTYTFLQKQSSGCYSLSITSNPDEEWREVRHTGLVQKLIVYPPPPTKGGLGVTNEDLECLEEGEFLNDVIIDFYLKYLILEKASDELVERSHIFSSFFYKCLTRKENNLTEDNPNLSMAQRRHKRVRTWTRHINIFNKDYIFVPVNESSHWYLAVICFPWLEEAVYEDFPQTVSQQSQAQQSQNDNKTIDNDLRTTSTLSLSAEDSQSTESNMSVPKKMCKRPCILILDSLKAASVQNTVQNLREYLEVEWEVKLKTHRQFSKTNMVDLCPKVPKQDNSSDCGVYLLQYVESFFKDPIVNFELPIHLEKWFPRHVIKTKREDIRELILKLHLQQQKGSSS
PfGluPho inh – PfG6PD enzyme inhibitors, primary screen, biochemical, fluorescence intensity, uHTS. glucose-6-phosphate dehydrogenase-6-phosphogluconolactonase (Plasmodium falciparum 3D7). PfGluPho enzyme, NADPH resazurin-diaphorase fluorescence. inhibition, % at 20 µM. hit rate 0.78% among 350,000;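 active means inhibition reaching at least a set limit at 20 µM in the primary screen, cut at about 59% in these data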;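 further: 0% = DMSO wells with substrate and 100% = DMSO wells lacking glucose-6-phosphate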
MPTP inh – mitochondrial permeability transition pore inhibitors, primary screen, biochemical, isolated mouse mitochondria, absorbance; Ca2+ swelling absorbance, 30 min; hit rate 1.4% among 360,000; inhibition, % at 10 µM; AID 602449, 2012;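 active means inhibition of 50% or more, scaled per plate between neutral and stimulator controls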;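 further: 0% = DMSO wells given calcium and 100% = 1 mM EGTA wells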
HKDC1 inh – HKDC1 hexokinase inhibitors, primary screen, biochemical, fluorescence, uHTS; recombinant HKDC1, G6PDH/diaphorase resazurin coupled fluorescence; inhibition, % at 20 µM; AID 493160, 2011; hit rate 0.16% among 340,000;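 active means inhibition above about 35% when tested at 20 µM, limit read from the data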;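 further: plate controls were DMSO wells with enzyme for no effect and DMSO wells lacking enzyme for full effect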
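Test system: HK5 enzyme. Quantity: 5 µg/mL HK5 final. Reagent: glucose and ATP substrates. Schedule: 90 min reaction incubation at room temperature, dark. Technique: resazurin-to-resorufin fluorescence via G6PDH and diaphorase coupling, 525/613 nm. Control set: DMSO wells with and without enzyme mix.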
GRIN3A LBD mod – binders of NR3A ligand-binding domain, primary screen, biophysical, differential scanning fluorimetry, uHTS | Glutamate receptor ionotropic, NMDA 3A (GRIN3A) ligand-binding domain | NR3A LBD differential scanning fluorimetry, Tm shift; 0% = protein alone, 100% = glycine-bound protein | Tm shift relative to glycine control, % at 25 µM | hit rate 2.5% among 340,000 | AID 1259313, 2017;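 active means melting temperature shift of at least 10% of the positive control shift, at one fixed dose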
SENP8 block – human SENP8 protease inhibitors, primary screen, biochemical, fluorescence, Nedd8 protein substrate, uHTS; Sentrin-specific protease 8 (Homo sapiens), Q96LD8; recombinant SENP8; inhibition, % at 20 µM; hit rate 0.64% among 360,000; AID 602440, 2012; in the data active means inhibition mostly above about 40%, no sharp cut-off; inactive means mostly below about 27%
Target sequence (Q96LD8 whole entry, looked up): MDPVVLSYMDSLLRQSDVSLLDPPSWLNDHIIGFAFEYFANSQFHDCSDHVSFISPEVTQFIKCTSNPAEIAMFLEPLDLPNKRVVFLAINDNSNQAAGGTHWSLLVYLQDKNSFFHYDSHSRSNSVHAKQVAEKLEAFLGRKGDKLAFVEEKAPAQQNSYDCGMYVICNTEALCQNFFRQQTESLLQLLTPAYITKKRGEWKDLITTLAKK
SENP6 block – SENP6 protease inhibitors, primary screen, biochemical, luminescence, uHTS; Sentrin-specific protease 6 (Homo sapiens), Q9GZR1; Recombinant SENP6 catalytic domain, aminoluciferin luminescence; inhibition, % at 10 µM; hit rate 1.8% among 330,000; AID 2599, 2010;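 active means inhibition above about 50% at the single tested dose, limit read from the data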;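 further: plate controls were DMSO wells with enzyme for no effect and DMSO wells lacking enzyme for full effect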
Target sequence (Q9GZR1 628-1112 limits assumed): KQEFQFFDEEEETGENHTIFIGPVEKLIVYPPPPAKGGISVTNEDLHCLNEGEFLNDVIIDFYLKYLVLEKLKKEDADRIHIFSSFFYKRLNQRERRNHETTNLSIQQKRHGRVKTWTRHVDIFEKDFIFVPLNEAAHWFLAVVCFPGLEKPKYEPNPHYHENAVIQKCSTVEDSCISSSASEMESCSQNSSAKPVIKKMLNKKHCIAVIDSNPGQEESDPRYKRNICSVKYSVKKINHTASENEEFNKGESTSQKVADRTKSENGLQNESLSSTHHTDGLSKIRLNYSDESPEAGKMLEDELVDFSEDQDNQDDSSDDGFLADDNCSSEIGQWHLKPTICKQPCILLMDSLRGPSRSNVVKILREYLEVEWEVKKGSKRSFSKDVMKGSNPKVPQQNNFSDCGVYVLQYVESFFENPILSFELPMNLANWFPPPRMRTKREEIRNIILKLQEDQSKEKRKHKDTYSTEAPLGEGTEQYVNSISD
* marks the source's active call; other numbers are inactive results; · = no result given.

SMILES | ATG4B inhibitor | SENP7 inh | PfGluPho inh | MPTP inh | HKDC1 inh | GRIN3A LBD mod | SENP8 block | SENP6 block
Cc1ccc(C(=O)NCC(=O)OCCCn2c(=O)[nH]c3ccccc32)cc1 | -9 | -6 | 12 | -1.4 | -4 | -2 | 19 | -19
Nc1cc(=O)[nH]c(=O)n1CCc1ccccc1 | 2 | 4 | 19 | -0.9 | -4 | 0 | -18 | 9
COc1ccccc1-c1cn(S(=O)(=O)c2ccc(C)cc2)nc1N | 9 | -2 | 4 | 1.4 | -4 | -8 | 10 | -6
CC(=O)Nc1ccc(C(=O)N/C(=C\c2ccccc2)C(=O)Nc2cccc(C(=O)O)c2)cc1 | -3 | 1 | -7 | -1.0 | -4 | 0 | -16 | -12
Cc1nnc(NC(=O)c2ccccc2Oc2ccccc2)s1 | -2 | -8 | -3 | 2.9 | -7 | 0 | -4 | -11
Cc1ccc(CNS(=O)(=O)c2c(C)[nH]c(C)c2C(=O)N2CCCC2)cc1 | -1 | -2 | -15 | 2.5 | 3 | 3 | 16 | -8
O=C(Nc1cccc(S(=O)(=O)NCc2ccco2)c1)c1cc(-c2ccccc2)nc2ccccc12 | 5 | -4 | 18 | 12 | 6 | 7 | 1 | -7
O=C(Nc1cccc2ncccc12)c1ccc(Cl)cc1 | 3 | 1 | -7 | 3.4 | 2 | -1 | 14 | -5
O=C(O)c1cc(Cl)c2c(c1)[C@@H]1C=CC[C@@H]1[C@H](c1ccc(S(=O)(=O)N3CCOCC3)cc1)N2 | 7 | · | 43 | 3.8 | 3 | -4 | -18 | ·
CCOC(=O)N1CCN(C(=O)c2ccc(N(C)S(C)(=O)=O)cc2)CC1 | -2 | -8 | 0 | -1.6 | -8 | 0 | 13 | -17
CCCOc1ccc(C(O)(CCC)CCN2CCCCC2)cc1 (centres undefined) | -5 | -1 | -21 | 0.7 | -10 | 0 | 13 | 7
COc1cc2oc(=O)cc(-c3ccc(-c4ccc(OC(F)(F)F)cc4)cc3)c2c(OC)c1OC | -4 | 4 | 32 | -0.3 | 6 | 1 | -28 | ·
Cc1cc(-c2ccc(S(=O)(=O)N3CCN(C)CC3)s2)on1 | -3 | -6 | -1 | -3.3 | -4 | -5 | 6 | 4
Cc1oc(-c2ccccc2F)nc1CS(=O)(=O)CC(=O)NCCCN1CCN(C)CC1 | 1 | -11 | 4 | 0.7 | -2 | 2 | -1 | 2
CCOc1ccc(NC(=O)CN(C2CCCCC2)S(C)(=O)=O)cc1 | -1 | -5 | 1 | 2.3 | 4 | -5 | 2 | -10

Brought forward from above: three compounds; new compounds follow.
SMILES | ATG4B inhibitor | SENP7 inh | PfGluPho inh | MPTP inh | HKDC1 inh | GRIN3A LBD mod | SENP8 block | SENP6 block
Cc1cc(-c2ccc(S(=O)(=O)N3CCN(C)CC3)s2)on1 | -3 | -6 | -1 | -3.3 | -4 | -5 | 6 | 4
Cc1oc(-c2ccccc2F)nc1CS(=O)(=O)CC(=O)NCCCN1CCN(C)CC1 | 1 | -11 | 4 | 0.7 | -2 | 2 | -1 | 2
CCOc1ccc(NC(=O)CN(C2CCCCC2)S(C)(=O)=O)cc1 | -1 | -5 | 1 | 2.3 | 4 | -5 | 2 | -10
O=C(CSc1ccccc1)Nc1cccc(S(=O)(=O)N2CCCCC2)c1 | -8 | -8 | 2 | -2.2 | 1 | -7 | 8 | -19
Cc1ccc(NC(=O)NNC(=O)c2cc3ccccc3cc2O)cc1 | 0 | 0 | -16 | 0.2 | -9 | -2 | -108 | 4
Cc1ccccc1CSCc1ccc(C(=O)NCCCN2CCOCC2)o1 | -6 | 0 | 6 | 0.9 | -4 | 1 | 12 | 14
CC1(C)CN(c2ccc(Br)cc2Br)C1=O | 0 | 9 | 4 | -0.3 | -5 | -1 | 0 | -1
CC(C)CCNC(=O)c1c[nH]c2ccc(S(=O)(=O)N3CCC4(CC3)OCCO4)cc2c1=O | -17 | 0 | -4 | 1.1 | 2 | -6 | -15 | 19
CC(=O)CSc1nnc(CN2C(=O)CSc3ccc(C(F)(F)F)cc32)n1C | 5 | -2 | 10 | 1.3 | 0 | 0 | 25 | -4
COc1ccc(-c2nn(CCC(=O)O)cc2/C=C2\SC(N)=NC2=O)cc1 | 9 | -7 | -11 | 0.9 | 5 | 0 | -54 | 3
COC(=O)c1ccc(NC(=O)Nc2ccccc2C)cc1 | -1 | 92* | 5 | -0.2 | -6 | 1 | -1 | 91*
O=C(Nc1ccc2nc3n(c(=O)c2c1)CCCCC3)c1ccccn1 | 2 | -10 | 8 | -0.5 | -3 | 3 | -13 | -6
CC(C)Oc1cccc(C(=O)NC2=NCCS2)c1 | 2 | 9 | 8 | 0.7 | -2 | -1 | 1 | 12
Cc1cc(NC(=O)CSc2nnc3c4c(C)c(C)sc4ncn23)no1 | -9 | 3 | -1 | 2.3 | 15 | -1 | -25 | -13
COc1ccc(-c2cn(Cc3ccc(C(=O)NCc4ccc(C)cc4)cc3)c(C(C)N)n2)cc1 (centres undefined) | -12 | -5 | -2 | 75* | -4 | -6 | -440 | 7
Cc1cc(=O)oc2c(C)c(OCC(=O)N3CCN(c4ccc(F)cc4)CC3)ccc12 | -13 | 4 | -10 | -1.5 | 0 | -1 | -2 | -3
CN1CCN(c2ccc([N+](=O)[O-])cc2/C=N/NC(=O)c2ccc(F)cc2)CC1 | 10 | · | 3 | -0.2 | -2 | -6 | 5 | ·
O=C(Nc1ccccc1)c1ccccc1N=Cc1cccc(O)c1 | -2 | -9 | -8 | -0.7 | 8 | -1 | -471 | -3
COc1ccc(Cl)cc1NC(=O)CSc1nc(NS(=O)(=O)c2ccc(C)cc2)cc(=O)[nH]1 | -6 | -1 | -8 | 2.5 | -1 | -1 | 11 | 14
NC(=O)C1CCN(c2nc(-c3ccc(Br)cc3)cs2)CC1 | 36 | -12 | 3 | -3.4 | 11 | 3 | 18 | -22
Cc1ccc2c(c1)c1c(n2C)C(=O)CCC1 | -9 | -3 | 10 | -0.1 | 5 | -2 | -303 | 14
C#CCOCCOCCOCCNc1nc(N2CCN(C(=O)[C@H]([C@@H](C)O)n3cc(CCCCN)nn3)CC2)nc(N2CCN(C(=O)[C@H](C)n3cc(CCCN=C(N)N)nn3)CC2)n1 | -14 | -1 | 4 | -0.4 | -5 | -1 | 21 | 9
COc1ccccc1NC(=O)N1CCn2c(nc3ccccc32)C1 | -12 | -26 | -5 | -0.3 | -7 | 0 | 8 | -3
Cc1c(N=N/C(C(=O)Nc2ccccc2)=C(/O)c2ccccc2)c(=O)n(-c2ccccc2)n1C | 25 | 7 | -4 | -0.7 | -1 | 1 | 13 | -8
CCc1ccc(OCC(=O)NNC(=O)c2cc(S(=O)(=O)N3CCOCC3)ccc2N2CCCC2)cc1 | -14 | 13 | -10 | -0.5 | -3 | 0 | -6 | 2
NC1=NC(c2ccccc2C(F)(F)F)N(c2ccc(F)c(Cl)c2)C(N)=N1 (centres undefined) | -6 | -3 | 2 | 2.1 | -1 | 1 | 11 | -2
Cn1nc(C(C)(C)C)c([N+](=O)[O-])c1C(=O)Nc1ccccc1 | -3 | 14 | -5 | 1.3 | -8 | 0 | 4 | 15
CS(=O)(=O)N(CC(=O)NCc1ccc2c(c1)OCO2)c1ccc(Cl)cc1 | -13 | 0 | 31 | 0.8 | 5 | 0 | 11 | 7
Cc1ccc(S(=O)(=O)NC(=O)Nc2ccc(F)c(F)c2)cc1 | -5 | -8 | 3 | -0.4 | 3 | 0 | 16 | -23
Cc1ccc(OCCn2c(=S)[nH]c3c(N)ncnc32)cc1 | 6 | -5 | 29 | -1.1 | -6 | 2 | -5 | 10
Cc1ccccc1Nc1nc(=O)c2cc([N+](=O)[O-])ccc2s1 | 0 | 0 | -3 | 3.7 | -2 | -2 | 11 | -6
COc1ccc(-c2cc(C(=O)Nc3cc(C)on3)no2)cc1 | 3 | 1 | -20 | 0.7 | -1 | 1 | 7 | -22
O=C1CCCC/C=C\C[C@H](CC(=O)N(CCO)Cc2ccccc2)C(=O)N[C@@H](c2ccccc2)CO1 | -8 | 7 | 8 | 1.2 | -1 | 0 | 15 | 2
CCN=C1SC(CC(=O)Nc2sc3c(c2C#N)CCCC3)C(=O)N1CC (centres undefined) | -4 | 3 | 1 | 1.5 | -4 | 0 | 3 | -14
CCOc1ccc(-n2cccc2C=O)cc1 | 1 | 8 | -2 | -0.4 | -12 | -5 | 10 | 6
CN(CCO)C1=NS(=O)(=O)c2cc([N+](=O)[O-])ccc21 | 12 | 3 | -11 | -1.9 | 12 | 0 | 30 | 9
CN1CCC(N(C)CC(O)c2ccccc2)CC1 (centres undefined) | 4 | 10 | -13 | -0.4 | -1 | 0 | 12 | 14
CCOc1ccc(S(=O)(=O)N(C)CC(=O)NCc2ccc3c(c2)OCO3)cc1 | -3 | 0 | 3 | -2.1 | -5 | -2 | -6 | 5
COc1ccccc1C(=O)CC(=O)c1ccccc1 | -1 | 26 | -14 | 1.6 | -5 | 3 | 16 | 49
CCCCNC(=O)c1cccc(C(=O)NCCCC)c1 | -4 | -1 | 4 | -0.9 | -10 | -14 | 8 | -6
NNC(=O)CNc1cccc(Cl)c1 | -2 | -6 | -8 | -0.2 | 1 | -2 | 5 | -18
Cc1ccc(-c2csc(N3CCN(S(=O)(=O)c4ccc5c(c4)NC(=O)CO5)CC3)n2)cc1 | 14 | 3 | 0 | 3.8 | 1 | -10 | 4 | -2
CCCCCC(C(=O)O)C(C)CC(=O)NC1CCCCC1 (centres undefined) | -4 | 1 | -2 | -4.7 | -2 | -1 | 37 | -1
Cn1c(S(=O)(=O)Cc2ccc(Cl)cc2)nc2ccccc21 | 9 | -4 | 18 | 0.5 | 1 | -2 | 14 | -16
CCOc1ccc(C(C)=O)cc1Cn1c(=O)oc2ccccc21 | -5 | -2 | 1 | 0.3 | -1 | 0 | 17 | 5
O=S(=O)(c1ccc(-c2cn3ccccc3n2)cc1)N1CCOCC1 | -9 | 1 | -1 | 1.2 | 1 | 2 | -292 | 6
CCc1cc(SC#N)cc(CC)c1NC(=O)CCl | -3 | -3 | -3 | 0.1 | -3 | 0 | 8 | 9
O=C1NC(=O)C(Cc2ccccc2)(c2ccccc2)N1 (centres undefined) | 1 | · | 4 | -1.9 | -5 | -3 | 12 | ·
Cc1ccc(NC(=O)N2CCN(C)CC2)cc1NC(=O)N1CCN(C)CC1 | 2 | 2 | -6 | 1.1 | 10 | -3 | 15 | -5
Clc1ncccc1-c1nc2ccccc2s1 | -9 | 36 | -3 | -1.8 | 15 | -2 | -5 | 44
COc1ccc(C(=O)Nc2ccnn2C2CCN(Cc3cnn(C)c3)CC2)cc1 | -1 | -13 | 2 | -1.5 | -4 | -3 | 5 | -15
COc1ccc(-c2[nH]ncc2CN(C)C(C)c2cccs2)c(F)c1 (centres undefined) | 20 | 3 | 13 | 0.2 | -2 | -1 | 16 | -8
Cc1cc(NC(=O)Cn2nc([N+](=O)[O-])c(Br)c2C)no1 | 33 | 0 | 0 | 0.9 | -5 | -2 | 24 | 2
O=C(Cc1n[nH]c(=O)c2ccccc12)NCc1ccc(Cl)cc1 | -2 | -2 | -3 | 0.6 | -11 | 0 | 18 | -20
N#Cc1ccccc1S(=O)c1ccccc1C(=O)Nc1ccccc1 (centres undefined) | 3 | 3 | 0 | -0.7 | 1 | 0 | -3 | 17
Cc1ccc(NCc2cccc(B(O)O)c2)cc1 | 2 | · | -2 | 0.8 | 1 | -3 | 12 | ·
